# SRC2 inh = human SRC2 (NCOA2) inhibition. inhibition, % at 9 µM. HEK293 GAL4-SRC2 luciferase reporter, luminescence. hit rate 0.17% among 370,000. AID 651957. Q15596;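 active means inhibition above the mean inhibition of all tested compounds plus 3 SD, set per campaign, cut at about 52% in these data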;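 further: 0% = DMSO treated cells and 100% = cells given Gossypol at 36 µM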
# NR2F2 inh = inhibitors of human COUP-TFII (NR2F2) | inhibition, % at 8.6 µM | hit rate 0.7% among 370,000 | AID 686940 | P24468 | HEK293T NGFI-A luciferase reporter, luminescence;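 active means inhibition above a per-plate cutoff, mean inhibition of test wells between control levels plus 3 SD, cut at about 38% in these data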;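 further: cells cotransfected with COUP-TFII expression vector driving the NGFI-A reporter; 0% = median of COUP-TF2 test wells and 100% = reporter-only cells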
# NOD2 RIPK2 PPI = NOD2-RIPK2 protein interaction inhibition. AID 624267. CHO BLA complementation NOD2-RIPK2, CCF4 ratio. O43353. inhibition, % at 4.98 µM. hit rate 0.38% among 360,000; in the data active means inhibition above about 21%;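 further: 0% = vehicle only and 100% = reference blocker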
# NCOA3 inh = human NCOA3 inhibition | AID 588352 | inhibition, % at 3.6 µM | HEK293 GAL4-SRC3 luciferase reporter, luminescence | hit rate 0.17% among 360,000 | Q9Y6Q9;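 active means inhibition above a per-campaign cutoff, the mean of all compounds plus 3 SD, cut at about 60% in these data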;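 further: 0% = DMSO-treated cells and 100% = gossypol-treated cells at 36 µM; higher means less SRC3-driven luciferase light from the GAL4 reporter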
# Target sequence (Q9Y6Q9 whole entry, looked up, the tested form may be a part): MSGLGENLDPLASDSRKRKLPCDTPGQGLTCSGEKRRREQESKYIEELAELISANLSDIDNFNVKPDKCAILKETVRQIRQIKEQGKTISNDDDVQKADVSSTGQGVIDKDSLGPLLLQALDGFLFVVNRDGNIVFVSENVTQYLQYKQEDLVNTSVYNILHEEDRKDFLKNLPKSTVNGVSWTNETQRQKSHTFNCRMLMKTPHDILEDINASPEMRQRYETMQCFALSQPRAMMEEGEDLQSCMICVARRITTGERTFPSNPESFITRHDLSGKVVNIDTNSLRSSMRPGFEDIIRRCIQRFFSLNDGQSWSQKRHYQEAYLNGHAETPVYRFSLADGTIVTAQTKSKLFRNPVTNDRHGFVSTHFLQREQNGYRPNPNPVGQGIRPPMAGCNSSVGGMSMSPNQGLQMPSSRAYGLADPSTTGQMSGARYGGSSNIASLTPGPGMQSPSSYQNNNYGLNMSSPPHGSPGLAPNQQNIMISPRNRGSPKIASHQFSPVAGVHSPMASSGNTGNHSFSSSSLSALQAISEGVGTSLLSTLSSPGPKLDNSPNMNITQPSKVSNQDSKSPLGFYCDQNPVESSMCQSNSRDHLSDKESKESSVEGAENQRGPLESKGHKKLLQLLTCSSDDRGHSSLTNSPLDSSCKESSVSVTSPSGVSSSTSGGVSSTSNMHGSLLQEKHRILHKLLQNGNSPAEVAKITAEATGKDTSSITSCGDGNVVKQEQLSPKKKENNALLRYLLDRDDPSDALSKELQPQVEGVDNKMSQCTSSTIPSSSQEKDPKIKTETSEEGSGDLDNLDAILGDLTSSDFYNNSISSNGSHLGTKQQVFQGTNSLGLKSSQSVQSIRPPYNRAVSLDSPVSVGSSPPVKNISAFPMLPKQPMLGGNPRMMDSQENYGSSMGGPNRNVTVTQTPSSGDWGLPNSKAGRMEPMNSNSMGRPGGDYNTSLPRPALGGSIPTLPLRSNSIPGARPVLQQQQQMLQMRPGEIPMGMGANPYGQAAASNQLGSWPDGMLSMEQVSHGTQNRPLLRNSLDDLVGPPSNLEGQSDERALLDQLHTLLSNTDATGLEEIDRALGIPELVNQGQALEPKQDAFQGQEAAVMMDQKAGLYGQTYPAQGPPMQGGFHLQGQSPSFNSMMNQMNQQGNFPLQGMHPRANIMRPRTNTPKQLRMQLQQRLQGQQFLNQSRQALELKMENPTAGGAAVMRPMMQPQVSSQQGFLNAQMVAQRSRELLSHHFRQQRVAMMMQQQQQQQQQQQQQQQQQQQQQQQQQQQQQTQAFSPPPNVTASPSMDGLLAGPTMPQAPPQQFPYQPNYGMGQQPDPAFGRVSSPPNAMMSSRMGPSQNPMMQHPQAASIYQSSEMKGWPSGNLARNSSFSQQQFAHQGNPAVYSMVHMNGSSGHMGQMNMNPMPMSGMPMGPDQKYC
# TROY signal inh = blocks TROY-dependent signaling in reporter cells. Q293 LMP1-TROYcd NF-kB luciferase reporter, 4 h. inhibition, % at 10 µM. hit rate 0.98% among 360,000. AID 1347056;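 active means compounds whose plate-normalised and pattern-corrected inhibition of the luciferase reporter signal at the single screening dose is 50% or more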
# NCOA1 inh = inhibitors of human steroid receptor coactivator 1 (SRC1) | inhibition, % at 3.6 µM | hit rate 0.12% among 360,000 | HEK293 GAL4-SRC1 luciferase reporter, luminescence | AID 588354 | Q15788;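 active means inhibition above the campaign mean plus 3 SD, with each screening campaign given its own cutoff, cut at about 60% in these data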;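 further: 0% = DMSO treated cells and 100% = gossypol at 36 µM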
# TRAIL sens C8 = sensitizes caspase-8 expressing cells to TRAIL. hit rate 1% among 360,000. inhibition (viability loss, TRAIL sensitization), % at 10 µM. NB7+C8 cells + TRAIL, ATPlite viability luminescence. AID 624354;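 active means compounds causing at least 50% loss of cell viability in the single-dose screen, relative to plate controls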
# LMP1 NFkB inh = Epstein-Barr LMP1 NF-kappaB reporter inhibition; LMP1-induced NF-kappaB luciferase reporter cells, luminescence; hit rate 0.69% among 350,000; inhibition, % at 12.5 µM; in the data active means inhibition above about 41%;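 further: 0% = neutral control wells and 100% = reference inhibitor control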
# TLR9-MyD88 block = TLR9-MyD88 interaction inhibition | Q9NR96+Q99836 | CHO BLA complementation TLR9-MyD88, CCF4 FRET ratio | inhibition, % at 4.98 µM | hit rate 0.21% among 340,000;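 active means inhibition above the mean over all tested compounds plus 3 SD, cut at about 21% in these data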;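 further: 0% = DMSO only wells and 100% = clavulanate BLA inhibitor control wells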
# LRH-1 inv ag = suppresses constitutive activity of human LRH-1; inhibition, % at 3.6 µM; hit rate 0.13% among 360,000; HEK293T StAR-luciferase reporter, LRH-1 transfected, 24 h; AID 602396;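 active means inhibition above the mean inhibition of all tested compounds plus 3 SD, cut at about 73% in these data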;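 further: 0% = DMSO wells and 100% = reporter-only cells lacking LRH-1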
# TWEAK Fn14 block = blocks TWEAK-Fn14 interaction in a reporter cell assay. TWEAK-stimulated Fn14 reporter cells, luciferase luminescence, 8 h. inhibition, % at 10 µM. hit rate 2% among 360,000; in the data active means inhibition above about 50%
# * = called active by the depositor; . = not tested or not shown. The list is partial, so the mix of outcomes need not match the whole.
# Preview (5 entries):
Structure,SRC2 inh,NR2F2 inh,NOD2 RIPK2 PPI,NCOA3 inh,TROY signal inh,NCOA1 inh,TRAIL sens C8,LMP1 NFkB inh,TLR9-MyD88 block,LRH-1 inv ag,TWEAK Fn14 block
OC(CNC1CCCCC1)CNC1CCCCC1,-15,8,-8,10,21,-2,-5,3,-3,-7,15
COc1ccc2nc(N3C(=O)/C(=C/c4ccccc4)NC3=S)sc2c1,-26,-6,11,-9,10,6,-10,9,-7,-15,-11
C1CN(CC23CC4CC(CC(C4)C2)C3)CCO1,-18,8,-7,5,21,2,16,-3,0,2,9
O=C(OCCN1CCCCC1)c1ccc(O)cc1,-23,-1,-3,12,-5,-15,-4,-5,-1,-52,-14
CN(C)c1ccc(C(C(=O)NC2CCCC2)N(Cc2cccnc2)C(=O)c2snc(C(N)=O)c2N)cc1 (stereo unspecified),-22,18,2,-22,-2,17,-18,-2,-19,-4,10

# The whole of this part, from the start:
Structure,SRC2 inh,NR2F2 inh,NOD2 RIPK2 PPI,NCOA3 inh,TROY signal inh,NCOA1 inh,TRAIL sens C8,LMP1 NFkB inh,TLR9-MyD88 block,LRH-1 inv ag,TWEAK Fn14 block
OC(CNC1CCCCC1)CNC1CCCCC1,-15,8,-8,10,21,-2,-5,3,-3,-7,15
COc1ccc2nc(N3C(=O)/C(=C/c4ccccc4)NC3=S)sc2c1,-26,-6,11,-9,10,6,-10,9,-7,-15,-11
C1CN(CC23CC4CC(CC(C4)C2)C3)CCO1,-18,8,-7,5,21,2,16,-3,0,2,9
O=C(OCCN1CCCCC1)c1ccc(O)cc1,-23,-1,-3,12,-5,-15,-4,-5,-1,-52,-14
CN(C)c1ccc(C(C(=O)NC2CCCC2)N(Cc2cccnc2)C(=O)c2snc(C(N)=O)c2N)cc1 (stereo unspecified),-22,18,2,-22,-2,17,-18,-2,-19,-4,10
CCN(CC)C(=O)C1=C(C)N(Cc2ccc(F)cc2)C(=O)C(CC(=O)NC(c2ccccc2)c2ccccc2)C1 (stereo unspecified),-24,0,5,5,1,2,4,1,-16,15,11
COc1ccc(NC(=O)C(=O)NCC(c2ccco2)N2CCc3ccccc3C2)cc1 (stereo unspecified),-12,13,-8,-3,3,11,0,0,-2,-12,8
O=C(COc1cccc(Cl)c1)NCc1ccccc1,-49,-48,-5,-15,-1,9,23,-1,-7,-14,7
COc1ccc(CN2CCC(N3CC(C)OC(C)C3)CC2)c(OC)c1 (stereo unspecified),-1,14,-6,-7,-70,-12,-4,-2,-4,5,-18
OC(c1cccc(Cl)c1)c1ncc(-c2ccccc2Cl)[nH]1 (stereo unspecified),3,-17,3,4,-23,-23,11,.,.,-14,-16
C=CCc1ccc(OCCCNC2CCCC2)c(OC)c1,-53,17,5,8,-12,-31,-5,-16,-6,-1,-20
CC(NC(=O)c1ccco1)C1COc2ccccc2O1 (stereo unspecified),1,-9,-2,-6,-16,-40,-17,7,3,3,1
COc1cc2oc(=O)cc(-c3ccc(-c4ccc(OC(F)(F)F)cc4)cc3)c2c(OC)c1OC,15,8,2,-5,-3,-3,20,15,2,-15,-2
CCN(CC)S(=O)(=O)c1ccc(N2CCOCC2)c(NC(=O)CN2C(=O)NC3(CCCC3)C2=O)c1,8,0,-2,10,0,-27,-1,0,11,-22,-12
CC(C)Cn1c(N)c(C(=O)CSc2nnnn2-c2ccc(Cl)cc2)c(=O)n(C)c1=O,15,-3,-9,8,11,6,-22,0,-4,2,-15
COc1ccc(C(=O)O)cc1S(=O)(=O)NCc1ccncc1,-9,-16,6,-6,1,13,2,6,-2,7,-2
Cc1ccc(S(=O)(=O)NC2CCCC2)cc1C(N)=O,-21,14,-5,-6,-4,-4,-6,3,-10,-9,19
CC1=C(C(=O)N(C(C)C)C(C)C)CC(CC(=O)NCCN2CCOCC2)C(=O)N1Cc1ccc(F)cc1 (stereo unspecified),3,-11,4,12,-21,-15,8,.,.,-29,-5
COc1ccccc1C(=O)COC(=O)Cn1c(C)csc1=O,-9,-12,4,10,-36,1,-17,1,6,9,0
O=C(O)C(CCc1ccccn1)c1ccccc1 (stereo unspecified),-4,2,8,-12,4,-9,13,-5,-6,8,3
COc1cc(/C=N\NC(=O)c2ccc(Cn3cc(Br)c([N+](=O)[O-])n3)o2)cc(OC)c1O,-24,-3,-8,9,5,-1,-11,4,0,9,15
O=C(CCCCO)CCCCCCCC[C@H]1N[C@H](CO)[C@H](O)[C@@H]1O[C@@H]1O[C@H](CO)[C@@H](O)[C@H](O)[C@H]1O,-1,3,-9,1,-14,-1,13,-4,4,-11,4
COc1cc(NC(=O)C2CC(c3ccc(Cl)cc3)=NO2)cc(OC)c1OC (stereo unspecified),11,-5,8,13,-6,10,7,-12,-6,15,-8
CN(CCC1CCOCC1)C(=O)C1CCC(=O)N(CCc2ccccc2)C1 (stereo unspecified),-4,-30,-1,-3,-11,-13,7,13,1,6,-6
CCc1cnc(Nc2nc(C(N)c3ccccc3Cl)cs2)nc1 (stereo unspecified),32,6,2,-29,13,9,14,.,.,19,23
O=C(COc1cnc2ccccc2n1)NCCC1=CCCCC1,13,1,7,-10,-1,17,-5,3,7,-6,-10
O=c1[nH]c(/C=C/c2ccc([N+](=O)[O-])cc2)c([N+](=O)[O-])c(=O)[nH]1,-19,-6,-14,-3,12,-26,-8,6,-7,-2,10
C=CCNc1oc(Cc2cccc3ccccc23)nc1C#N,-3,-8,1,7,-13,-1,-17,3,-7,-17,-6
O=C(NCCCc1ccccc1)c1cccs1,-51,-11,-3,-16,-65,-13,0,-3,-12,-28,-8
CCc1ccc(/C=C2/SC(=S)N(CC(=O)Nc3nc4ccccc4s3)C2=O)cc1,-46,8,-4,-3,-53,-19,-12,-7,-6,-16,15
O=c1c2ccccc2ncn1-c1ccccc1F,-16,-14,-2,13,-18,3,-9,-5,-4,10,-15
Cc1c(Cl)cccc1NC(=S)N(Cc1cccs1)C1CCCC1,-12,12,-6,7,-3,-2,13,4,3,6,0
Cc1ccc2c(c1)C(=O)OC1(O)C3C4C=CC(C4)C3C(=O)N21 (stereo unspecified),-7,-28,6,13,5,-12,13,-1,0,3,-17
COCCNC(=O)c1ccc(N2CC3CC(C2)c2cccc(=O)n2C3)c(NC(=O)c2ccccc2Br)c1 (stereo unspecified),-11,-4,-2,-4,17,3,-6,7,-4,28,-5
COc1ccccc1OC(C)C(=O)NNC(=S)NC1CCCC1 (stereo unspecified),-18,25,-3,13,1,-9,-4,3,2,7,2
O=C(N/N=C/c1ccco1)C(O)c1ccccc1 (stereo unspecified),-46,0,4,7,0,-2,-8,1,-11,11,-8
Cc1ccc(OCC(=O)N/N=C/c2cn(C)c3ccccc23)cc1,-8,-12,-13,6,-23,-12,3,0,-2,8,-12
NC(=O)c1c(NC(=O)c2ccc(F)cc2Cl)sc2c1CCC2,-6,-3,3,-69,-3,-40,-2,-15,-7,-67,-14
Cc1cc(C)cc(NC(=O)Nc2ccccc2N2CCCCC2)c1,2,11,2,13,-9,1,2,0,-3,-4,-8
CCOC(=O)c1cc2cc(OC)ccc2n1C1CCN(C)CC1,-20,-12,7,.,-17,.,9,.,.,-9,-8
Cc1nn2c(COc3ccc(NC(=O)c4ccccc4Cl)cc3)nnc2c2ccccc12,-4,-30,-1,4,-6,-5,13,8,-3,6,-13
CCOC(=O)C1CCN(C(=O)COC(=O)c2oc3ccc(OC)cc3c2C)CC1,-5,1,0,-17,0,-11,-16,-4,2,15,-3
COc1ccc(NC(=O)c2c(C)noc2C(C)C)cc1S(=O)(=O)N1CCCCC1,-24,-2,-13,9,6,-7,-25,2,3,-1,9

# Bioassay records from PubChem BioAssay.
